High-throughput results as filed in PubChem.
PERK inhibitor = blocks human PERK kinase; Q9NZJ5; CHO PERK-DD fusion, SEAP luminescence translation reporter; inhibition, % at 5.6 µM; hit rate 0.17% among 220,000; AID 1416;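 active = inhibition above the mean inhibition of all tested compounds plus 3 SD, set separately per screening campaign, cut at about 2.9% in these data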;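 note: PERK kinase domain activated by AP20187 dimerizer at 100 nM; 0% = DMSO with dimerizer and 100% = rapamycin at 8.4 µM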
S1P4 antag = antagonists of human S1P4 receptor; O95977; AID 1510; inhibition, % at 4.98 µM; hit rate 0.26% among 220,000; S1P4-expressing cells, antagonist mode, reporter read-out; in the data active = inhibition above about 29%;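 note: 0% = wells stimulated with agonist and 100% = vehicle wells without agonist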
MDM2 E3 inh = inhibitors of human Mdm2 E3 ubiquitin ligase | Q00987 | cell-based MDM2 ubiquitination luciferase reporter, 2 h; 0 = plate control, 100 = twice control, blank-subtracted | signal enhancement, % at 5 µM | hit rate 0.11% among 210,000 | AID 1230;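 active = signal enhancement of 30% or more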;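 note: luminescence tracks abundance of the self-degrading MDM2-luciferase fusion protein; higher signal means inhibition of MDM2 E3 ligase activity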
Target sequence (Q00987 whole entry, looked up, the tested form may be a part): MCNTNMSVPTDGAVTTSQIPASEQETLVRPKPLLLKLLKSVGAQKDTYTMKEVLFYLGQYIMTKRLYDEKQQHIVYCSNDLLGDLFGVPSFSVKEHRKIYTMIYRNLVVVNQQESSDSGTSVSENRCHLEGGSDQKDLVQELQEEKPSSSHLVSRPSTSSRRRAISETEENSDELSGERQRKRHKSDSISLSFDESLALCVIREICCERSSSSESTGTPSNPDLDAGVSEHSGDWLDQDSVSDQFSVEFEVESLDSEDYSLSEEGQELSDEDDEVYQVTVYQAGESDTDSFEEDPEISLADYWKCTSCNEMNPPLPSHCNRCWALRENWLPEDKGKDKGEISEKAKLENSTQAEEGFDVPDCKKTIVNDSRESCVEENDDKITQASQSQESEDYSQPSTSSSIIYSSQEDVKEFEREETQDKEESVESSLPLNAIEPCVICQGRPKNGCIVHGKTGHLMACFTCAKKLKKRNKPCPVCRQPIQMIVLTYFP
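Material: Stable MDM2–luciferase fusion reporter cells | Amount: 2000 cells seeded into each well | Dosing: One concentration, 5 µM, with 0.2% DMSO | Incubation: 4 h cell settling then 2 h compound exposure, 37 °C | Measured by: Luciferase luminescence | Read-out basis: % enhancement relative to plate controls after blank subtraction | Benchmarks: Control and blank well means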
S1P4 ag = human S1P4 receptor agonism. AID 1509. S1P4-expressing cell line, agonist reporter assay. activation, % at 4.98 µM. hit rate 0.35% among 220,000. O95977; in the data active = activation above about 11%;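 note: 0% = DMSO vehicle and 100% = reference agonist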
NPY2 pot ag = potentiators or agonists of human neuropeptide Y receptor Y2. P49146. cells expressing NPY-Y2, potentiator/agonist read-out. activation, % at 3.6 µM. hit rate 0.45% among 220,000. AID 1359; in the data active = activation above about 27%;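 note: cells stimulated with NPY near EC25 plus isoproterenol at EC100; 0% = vehicle plus submaximal agonist and 100% = vehicle plus saturating agonist; some results beyond the cut were filed as inactive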
Target sequence (P49146 whole entry, looked up): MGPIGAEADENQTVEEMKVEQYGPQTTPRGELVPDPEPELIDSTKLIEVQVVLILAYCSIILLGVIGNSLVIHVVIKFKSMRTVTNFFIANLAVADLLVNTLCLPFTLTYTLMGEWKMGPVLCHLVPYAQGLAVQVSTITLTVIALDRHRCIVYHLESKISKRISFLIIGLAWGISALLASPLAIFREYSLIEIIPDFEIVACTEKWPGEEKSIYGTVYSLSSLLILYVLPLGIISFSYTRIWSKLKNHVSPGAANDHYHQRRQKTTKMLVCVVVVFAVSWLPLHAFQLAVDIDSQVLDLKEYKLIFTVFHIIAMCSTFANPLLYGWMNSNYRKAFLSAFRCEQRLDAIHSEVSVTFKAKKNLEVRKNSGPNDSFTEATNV
Ba/F3 V617F tox = lowers viability of Ba/F3 cells expressing EpoR and JAK2V617F; ATP luminescence; inhibition, % at 5.6 µM; hit rate 1.1% among 220,000; AID 1446;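 active = inhibition above the campaign mean plus 3 SD over all tested compounds, cut at about 24% in these data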;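 note: cytokine-independent growth of Ba/F3 cells driven by EpoR plus mutant JAK2; 0% = DMSO-treated cells and 100% = JAK inhibitor I control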
eIF4E-4G inh = inhibitors of eIF4E and eIF4G interaction in translation initiation. P63073+Q04637. TR-FRET eIF4E-eIF4GI(517-606) binding, 2 h. inhibition, % at 21.7 µM. hit rate 0.37% among 220,000. AID 782;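 active = inhibition above about 30%, limit read from the data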;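 note: 0% = full FRET control wells and 100% = background wells lacking eIF4GI fragment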
BaF3 tox = parental Ba/F3 viability inhibition as JAK2V617F counter-screen | CellTiter-Glo ATP luminescence | inhibition, % at 5.6 µM | hit rate 1.1% among 220,000 | AID 1486;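 active = inhibition above a per-campaign cutoff, the mean inhibition of all tested compounds plus 3 SD, cut at about 27% in these data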;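 note: 0% = DMSO wells and 100% = JAK Inhibitor I control wells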
Wee1 degr inh = inhibitors of human Wee1 degradation | HeLa Luc-Wee1K328M stability, luciferase luminescence; 100% = proteasome inhibitor MG132 effect | hit rate 1.2% among 220,000 | reporter increase, % at 5 µM | P30291;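 active = activation above the mean of all tested compounds plus 3 SD, set per screening run, cut at about 8.8% in these data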;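 note: cells exposed to compound for 20 h before luminescence read; 0% = DMSO alone and 100% = MG132 at 30 µM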
* marks the source's active call; other numbers are inactive results; nt = not tested or not shown; [ ] = another dose, or the depositor's remark. Not a hit list; 4.1% or so of the library scored in one or more.

Every second line gives: PERK inhibitor, S1P4 antag, MDM2 E3 inh, S1P4 ag, NPY2 pot ag, Ba/F3 V617F tox, eIF4E-4G inh, BaF3 tox, Wee1 degr inh
[1] CN(C)CCN(Cc1cc2cc3c(cc2[nH]c1=O)OCCO3)C(=S)NCC1CCCO1 (stereo not drawn)
    -1.7, -33, -11, 0.1, -11, 3, 5, 3, -1
[2] O=C(O)C1Cc2[nH]cnc2C(c2ccc(F)cc2)N1 (stereo not drawn)
    2.9, 3, -2, -1.7, -3, -2, 0, -2, 7
[3] Cc1ccccc1C(=O)NC(=S)NCc1cccnc1
    0.3, 4, 7, 0.6, 9, -3, -5, 2, -5
[4] O=C(NCc1ccc2c(c1)OCO2)c1ccc(S(=O)(=O)N2CCCCC2)cc1
    -0.5, -1, -6, -0.9, -8, -2, -8, 2, 1
[5] COC(=O)c1ccc2c(=O)[nH]c(CN3c4ccccc4CC3C)nc2c1 (stereo not drawn)
    1.7, 3, -11, -1.2, 7, 0, -15, 6, -3
[6] CCn1cnc2cc(NC(=O)c3ccco3)ccc21
    -0.8, 3, -19, -0.3, 10, -2, 2, 3, -2
[7] COC(=O)C1=C(C)N(Cc2ccco2)C(=O)N[C@@H]1c1ccccc1
    -0.2, 15, nt, 0.4, 12, -2, 3, 4, -2
[8] CCC(=Nc1ccc(N)cc1)C1=C(O)C(C(=O)OC)C(C)(C)CC1=O (stereo not drawn)
    0.2, -7, -3, 1.1, -12, 2, -16, 3, -3
[9] COc1cccc(CN2CCC(C(=O)N3CCN(c4ccccc4F)CC3)CC2)c1
    -0.7, -13, 4, 0.4, -14, 1, 3, 7, 0
[10] CCOC(=O)C1CCCN(c2ncnc3c2cnn3-c2ccc(OC)cc2)C1 (stereo not drawn)
    -1.0, 10, -17, 1.1, 2, 4, 6, 6, 1
[11] CN(Cc1ccccc1)c1ncnc2c1cnn2-c1ccccc1
    -1.1, -2, -11, 2.2, -1, 0, -3, 4, 5
[12] O=C(Nc1ccc(NC(=O)C2CC2)cn1)c1ccccc1Cl
    0.5, -10, -10, 0.8, 1, 1, 9, 4, 3
[13] NNC(=O)CNC(=O)c1ccc(F)cc1
    1.2, -12, -12, 0.0, -5, -1, 0, 5, -3
[14] O=C(NNc1ccccc1[N+](=O)[O-])Nc1cccc(Cl)c1
    -0.2, -17, nt, 0.4, 16, -5, 0, 5, -3
[15] CC(C)(C)NC(=O)CSc1nnc(C2CC2)n1-c1ccccc1
    0.8, -12, -8, 2.2, 11, 0, 7, 7, -2
[16] Cc1ccc(/C=C/C(=O)Nc2cc(S(=O)(=O)N3CCCCCC3)ccc2OCC(F)(F)F)o1
    -0.7, -34, -23, -0.1, 3, 1, -2[fluorescence artefact?], 6, -2
[17] CCSc1ccccc1C(=O)NCc1ccc(OC)cc1
    0.4, 13, -17, -0.5, -6, 1, -1, -1, -1
[18] O=C(Nc1c(Cl)cccc1Cl)c1cc(=O)n(Cc2ccccc2)c(=O)[nH]1
    0.8, -19, -4, -0.1, 3, -3, -7, -2, -2
[19] C/C(=N\NS(=O)(=O)c1cccc([N+](=O)[O-])c1)c1cccnc1
    -0.4, -7, -15, -0.3, 8, -1, 4, 1, 0
[20] CCn1cc(SCC(=O)NCc2ccc3c(c2)OCO3)c2ccccc21
    1.0, 0, 1, -0.4, 14, -4, 2, 2, 0
[21] Cc1ccc(NC(N)=S)cc1
    -0.7, -9, -2, 0.6, 0, -1, -3, 2, 0
[22] Cc1cc(C(=O)C(=O)O)c(C)n1-c1ccc(Cl)cc1
    -0.2, -3, -8, 1.8, -12, -2, 2, -3, -1
[23] COc1ccc(-n2nnnc2SCC(=O)c2ccc3c(c2)OCCO3)c(OC)c1
    4.0*, 7, -2, 0.9, 9, -1, -1, -4, -3
[24] CCN(CC)CCNC(=O)c1ccc(NC(=O)c2ccc(Cl)c(S(=O)(=O)Nc3ccccc3OC)c2)cc1
    0.7, -7, -14, -0.3, -12, 1, -12, 3, 0
[25] Cc1cc2cc(C)c3nnc(SCC(=O)N4CCc5ccccc54)n3c2cc1C
    1.2, -11, -10, 1.0, -12, -2, 4, 8, 3
[26] O=c1ccccn1CCOc1ccc(Cl)cc1
    0.5, 19, -19, 0.0, -8, -4, 0, 1, -1
[27] COc1ccc(C2=NN(C3=NN=C(N)Cc4ncnn43)C(O)(C(F)(F)F)C2)cc1 (stereo not drawn)
    -0.2, -21, -4, 1.8, -2, -2, 0, 4, -1
[28] CCOc1ccc2nc(SC(CC)C(=O)Nc3cc(C)on3)sc2c1 (stereo not drawn)
    0.2, -14, -8, -1.5, 0, 3, 1, 7, 3
[29] C=CCNC(=O)c1onc(CSc2ccc(F)cc2)c1C(=O)O
    1.6, -2, -16, -3.8, -19, -4, 2[fluorescence artefact?], 3, -2
[30] CCOc1ccccc1C(=O)Nc1ccsc1C(=O)OC
    -0.5, -6, 15, 0.3, -23, 54*, 11, 16, 3

(cont.)
Every second line gives: PERK inhibitor, S1P4 antag, MDM2 E3 inh, S1P4 ag, NPY2 pot ag, Ba/F3 V617F tox, eIF4E-4G inh, BaF3 tox, Wee1 degr inh
[31] O=C(COC(=O)c1ccco1)NCc1cccs1
    0.7, -15, -10, -1.0, -10, 0, -2[fluorescence artefact?], 1, 0
[32] Cc1onc(-c2ccccc2)c1C(=O)N1CCc2ccccc21
    0.3, -2, -22, 3.8, 3, -1, 1[fluorescence artefact?], 1, 1
[33] Cc1cc(C(=O)NCc2ccc(S(N)(=O)=O)cc2)cs1
    0.1, -22, -7, 1.2, -8, -3, -5, 1, -1
[34] CCOc1c2ccc(C(=O)NCc3ccco3)cc2nn1CC
    1.2, -7, -7, 2.1, 1, -3, 0, -3, 1
[35] CCc1c(C)nc2c(-c3ccccc3)c(C)nn2c1Nc1ccc(NC(C)=O)cc1
    0.7, -23, -5, 1.7, 7, 7, 6, 0, -2
[36] Cc1ccc(NCC(=O)N/N=C/c2cccc(Oc3ccccc3)c2)cc1
    -0.1, -9, -15, -0.7, -9, -2, -1[fluorescence artefact?], 4, 1
[37] O=C(Cn1c(=O)n(Cc2ccc3c(c2)OCO3)c(=O)c2ccccc21)N1CCCc2ccccc21
    0.0, -9, -15, -0.7, -8, 0, -28, 4, 2
[38] C/C(=N\NC(=O)c1ccncc1)c1cc2ccccc2o1
    1.6, -5, -6, 0.9, 9, -1, 0, 8, -1
[39] O=C(COC(=O)CCc1c[nH]c(=O)[nH]1)Nc1ccccc1Cl
    0.8, -2, 1, 1.2, 5, -5, 3[fluorescence artefact?], -1, 1
[40] CCOc1ccccc1N=C1SC(CC(=O)Nc2ccc(OC)cc2OC)C(=O)N1CCC1=CCCCC1 (stereo not drawn)
    -0.1, -4, -2, 0.5, -11, 2, -1[fluorescence artefact?], 7, 6
[41] C=CCOC(=O)C1=C[C@@H](c2ccc(C(F)(F)F)cc2)[C@H](CCCO)[C@@H](OCC)O1
    0.5, 3, nt, -1.1, 15, -1, 3, -2, 2
[42] O=S(Cc1ccc(Cl)cc1)c1ncc(CO)n1Cc1ccccc1 (stereo not drawn)
    0.5, -1, -9, -0.4, -9, -1, 3, -1, -3
[43] CC(=O)c1c(C)[nH]c(=S)c(C#N)c1-c1ccc(Cl)cc1
    1.1, 11, -4, 1.2, -9, -1, 6, 0, 1
[44] COc1cc(C(=O)NCCC(=O)NCCCN2CCCCC2C)cc(OC)c1OC (stereo not drawn)
    1.7, -4, -15, 0.7, -15, 3, -7, 5, 2
[45] CC1(C)C2CC=C(/C=N/NC(=O)c3ccccc3O)C1C2 (stereo not drawn)
    0.3, -19, -16, 0.2, -5, 1, 0[fluorescence artefact?], 4, 0
[46] O=C(O)C1Cn2c(nc3c(c2=O)C2(CCCC2)Cc2ccccc2-3)S1 (stereo not drawn)
    0.3, 3, -12, 1.8, -3, -3, 4, 6, -3
[47] CCc1ccccc1Nc1nc(N)nc(CSc2nnnn2C)n1
    1.4, -27, -16, 0.9, 8, -5, -4, 4, -1
[48] COc1ccc(N(Cc2cc3cc(OC)ccc3[nH]c2=O)C(=O)C2CCCO2)cc1 (stereo not drawn)
    -0.6, -2, -12, 0.7, 1, 0, -6, 3, 0
[49] CCCN=C(C)C1=C(O)c2ccccc2C1=O
    -0.1, 17, -9, 4.1, 3, 1, 0, 1, 9.1*
[50] O=C(CCS(=O)(=O)c1ccccc1)Nc1nc2cc3c(cc2s1)OCO3
    -1.1, -8, -7, 2.3, -3, -1, 0, 2, -4
[51] Cc1cccc2c1CC(C)(C)NC2=C(C#N)C#N
    -0.9, -1, -14, -0.2, 10, -1, -7, 8, -1
[52] COc1cccc(NC(=O)C2CCN(S(C)(=O)=O)CC2)c1
    1.6, 21, -14, -0.7, -5, -3, 0, 3, 0
[53] COC(=O)c1ccc(NC(=O)C2C3CCC(C3)C2C(=O)O)cc1 (stereo not drawn)
    0.9, -9, -26, -0.4, -10, 1, -4[fluorescence artefact?], 1, -2
[54] CC(C)c1ccccc1NS(=O)(=O)N(C)C
    1.7, 2, -9, -1.9, -4, -2, 1, 2, 1
[55] Cc1cccc(NC(=O)CCC(=O)NCCO)c1
    1.6, -4, 2, -0.2, 5, -5, 2, -2, -1

An excerpt from above in order of SMILES length, descending:
Every second line gives: PERK inhibitor, S1P4 antag, MDM2 E3 inh, S1P4 ag, NPY2 pot ag, Ba/F3 V617F tox, eIF4E-4G inh, BaF3 tox, Wee1 degr inh
[38] C/C(=N\NC(=O)c1ccncc1)c1cc2ccccc2o1
    1.6, -5, -6, 0.9, 9, -1, 0, 8, -1
[47] CCc1ccccc1Nc1nc(N)nc(CSc2nnnn2C)n1
    1.4, -27, -16, 0.9, 8, -5, -4, 4, -1
[31] O=C(COC(=O)c1ccco1)NCc1cccs1
    0.7, -15, -10, -1.0, -10, 0, -2[fluorescence artefact?], 1, 0

Individual results from the entries so far.
#53 in PERK inhibitor = 0.9
#45 in eIF4E-4G inh = 0[fluorescence artefact?]

Rewritten in markdown: entries from further up
| item | Compound | PERK inhibitor | S1P4 antag | MDM2 E3 inh | S1P4 ag | NPY2 pot ag | Ba/F3 V617F tox | eIF4E-4G inh | BaF3 tox | Wee1 degr inh |
| --- | --- | --- | --- | --- | --- | --- | --- | --- | --- | --- |
| 33 | Cc1cc(C(=O)NCc2ccc(S(N)(=O)=O)cc2)cs1 | 0.1 | -22 | -7 | 1.2 | -8 | -3 | -5 | 1 | -1 |
| 39 | O=C(COC(=O)CCc1c[nH]c(=O)[nH]1)Nc1ccccc1Cl | 0.8 | -2 | 1 | 1.2 | 5 | -5 | 3[fluorescence artefact?] | -1 | 1 |
